High-throughput results: PubChem BioAssay, National Center for Advancing Translational Sciences (NCATS)
HCMV inh: inhibitors of human cytomegalovirus | 410,000 tested, 4.5% active | AID 1259415 | HFF cells, HCMV-luciferase reporter, 72 h; active compounds read low | activity change, negative = inhibition, % at 57.5 µM; in the data active = activity change below about -60%; inconclusive = no clear call, values can overlap the other calls; inactive = above about -39%; note: % is set by controls: 0 for no effect and ±100 for the full control effect
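Screen run at 2 compound doses on HFFs infected with reporter HCMV, MOI 1 PFU/cell. Luciferase activity from cell lysates at 72 h post infection gave inhibition relative to buffer-only and Salinomycin wells.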
FBPA Giardia inh: Giardia lamblia aldolase inhibition | purified Giardia FBPA | 290,000 tested, 0.71% active | AID 2451 | Potency, µM (doses to about 59.6 µM), for the others: at the highest dose activity, negative = inhibition, usual class: inhibitors; note: potency is the fitted concentration of half-maximal effect; % is set by controls: 0 for no effect and ±100 for the full control effect; nearly all actives have a fitted effect of over 55% in size
Target sequence (A8B2U2 whole entry, looked up): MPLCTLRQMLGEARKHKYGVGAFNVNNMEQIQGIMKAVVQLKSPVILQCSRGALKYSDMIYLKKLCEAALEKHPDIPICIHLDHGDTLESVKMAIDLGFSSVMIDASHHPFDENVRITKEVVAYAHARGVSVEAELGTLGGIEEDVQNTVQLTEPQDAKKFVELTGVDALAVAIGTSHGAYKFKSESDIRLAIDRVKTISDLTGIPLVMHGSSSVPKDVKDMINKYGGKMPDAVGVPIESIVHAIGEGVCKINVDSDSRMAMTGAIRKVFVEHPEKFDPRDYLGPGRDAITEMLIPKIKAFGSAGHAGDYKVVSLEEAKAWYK
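Giardia FBPA (40 nM reagent) was preincubated 10 min at RT with compound (up to 57.5 uM final), then substrate plus GAPDH/TPI/NAD/arsenate coupling system with diaphorase/resazurin was added; resorufin fluorescence (525/598 nm) was read after 20 min.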
CHX counter: affects cycloheximide protein synthesis inhibition readout, counter-screen; cell reporter, cycloheximide protein synthesis inhibition counterscreen; max response, %; 300,000 tested, 12% active; AID 2314; in the data active = max response mostly above about 13%, no sharp cut-off; inactive = mostly below about 14%; note: read at 38.3 µM for the half of the compounds with a filed dose; 0% is about no effect
AMA1-RON2 inh: inhibitors of Plasmodium falciparum AMA1-RON2 interaction | AlphaScreen AMA1-biotinylated RON2 peptide binding | Potency, µM (top dose mostly 58.2 µM), for the others: top-dose activity change, negative = inhibition, usual class: inhibitors | 360,000 tested, 0.2% active | AID 720542;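 note: potency is the fitted concentration of half-maximal effect; 0% = vehicle wells and -100% = peptide control; nearly all actives have a fitted effect of over 45% in size; some results filed as inactive show a strong effect at the top dose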
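AMA1 (3D7) with his tag at 25 nM final met compounds first, then biotinylated RON2 peptide at 25 nM; detection used donor plus acceptor beads, 10 µg/mL apiece, read by AlphaScreen after 30 min at room temperature.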
AmpC inh no detg: AmpC beta-lactamase inhibition without detergent. 330,000 tested, 0.52% active. Potency, µM (titrated, usually from 57.1 µM), for inactives: at the top dose activity change, negative = inhibition, usual class: inhibitors. P00811. AmpC nitrocefin hydrolysis, absorbance 480 nm, 0.0001% Triton. AID 485341;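 note: potency is the fitted concentration of half-maximal effect; plate controls were no compound for no effect and no enzyme for full effect; nearly all actives have a fitted effect of over 20% in size; some results filed as inactive show a strong effect at the top dose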
Target sequence (P00811 whole entry, looked up): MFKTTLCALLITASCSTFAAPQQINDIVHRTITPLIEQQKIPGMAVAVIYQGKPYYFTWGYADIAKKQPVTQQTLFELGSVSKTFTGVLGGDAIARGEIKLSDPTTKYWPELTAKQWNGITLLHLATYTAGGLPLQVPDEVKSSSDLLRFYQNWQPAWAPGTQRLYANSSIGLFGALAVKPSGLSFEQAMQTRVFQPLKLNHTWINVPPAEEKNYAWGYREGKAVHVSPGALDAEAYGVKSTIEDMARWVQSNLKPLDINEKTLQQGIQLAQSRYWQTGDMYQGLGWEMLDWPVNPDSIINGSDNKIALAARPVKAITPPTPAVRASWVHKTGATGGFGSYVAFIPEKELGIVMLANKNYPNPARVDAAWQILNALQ
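20 mM phosphate pH 7.0 + 0.01% (detergent screen) or 0.0001% Triton X-100; 5.3 nM AmpC reagent; cpd preinc 15 min RT; nitrocefin (800 uM stock) to start; A480 q20 s × 4 min; Activity was normalised to no-enzyme and no-compound control wells.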
Shiga toxin inh: inhibitors of Shiga toxin in Vero cells | Vero cells, Shiga toxin protein synthesis inhibition reporter | 290,000 tested, 9.2% active | inhibition, % at 38.7 µM; in the data active = inhibition mostly above about 28%, no sharp cut-off; inactive = mostly below about 43%; note: 0% is about no effect
AmpC inh detg: AmpC beta-lactamase inhibition with detergent present; 370,000 tested, 0.041% active; AmpC hydrolysis of nitrocefin, absorbance 480 nm, 0.01% Triton; P00811; Potency, µM (series often up to 114 µM), inactives show top-dose activity change, negative = inhibition, most hits filed as inhibitors;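 note: potency is the fitted concentration of half-maximal effect; 0% = no-compound wells and -100% = no-enzyme wells; nearly all actives have a fitted effect of over 25% in size; some results filed as inactive show a strong effect at the top dose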
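AmpC (5.3 nM in the dispensed reagent) in 20 mM phosphate pH 7.0 with 0.01% (detergent screen) or 0.0001% Triton X-100 was preincubated with compounds for 15 min at room temperature. Nitrocefin was then added from an 800 uM solution, and hydrolysis was followed at 480 nm.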
The depositor's hits bear a star; ? = inconclusive; . = not tested or not shown; [ ] = dose if it differs, or a comment. Unless noted, calls come from the whole dose curve; as a rule, active = well fitted curve in the direction sought with a large enough effect; inconclusive = small, poorly fitted or top-dose-only effect, or another doubt; inactive = no such curve, though single readings can be large; an effect the other way counts as inactive or inconclusive.

Compound,AmpC inh detg,CHX counter,AMA1-RON2 inh,AmpC inh no detg,Shiga toxin inh,FBPA Giardia inh,HCMV inh
CC1CCCC(NC(=O)COC(=O)/C=C/c2ccc(F)cc2)C1C (stereo unspecified),.,.,-1%[11.6 µM],6%,.,.,0
N#CC1(Nc2ccccc2)C(=O)Nc2ccccc21 (stereo unspecified),-16%,-5,7%,-8%,-12,-11%,35
O=C(O)CCCCCNc1nc(-c2ccccc2)nc2ccccc12,0%,-1,-2%,-15%,2,13%,-5
O=C(NCC(=O)N1CCN(c2ccccc2)CC1)c1ccccc1,-4%,11*,-1%,-10%,53*,1%,.
COC(=O)c1ccc(COc2ccc(C=O)cc2)o1,3%,8,-2%,-15%,12,-5%,-24
O=C(CCc1ccccc1)N/N=C/c1cccc([N+](=O)[O-])c1,4%,10,0%,-20%,22,-27%,87
CCOC(=O)N1CCN(Cc2c(F)cccc2Cl)CC1,-2%,4,-20%,5%,1,?,-18
O=C(NCCCn1cccn1)C1CCC(=O)N(CCc2ccccc2)C1 (stereo unspecified),2%,-2,19%,-6%,-6,.,-7
O=C(NCc1cccc(F)c1)c1ccc(N2C(=O)Cn3c(cc4sccc43)C2=O)cc1,-6%,-1,-7%,-28%,-7,7%,-15
CNC(=O)c1c(NC(=O)c2ccco2)sc(C)c1C,-4%,.,0%,-6%,.,.,-17
CCOc1ccccc1NC(=O)CNC(=O)c1nn(-c2ccc(OC)c(OC)c2)c(=O)c2ccccc12,1%,1,-7%,160%[activator],-4,-2%,29
Cn1ncc(SCc2ccccc2)c(Cl)c1=O,0%,8,-4%,-14%,-5,8%,-80*
COc1ccc(Cl)cc1NC(=O)CN(C)C(=O)C1COc2ccccc2O1 (stereo unspecified),.,.,11%[11.6 µM],-8%,.,.,-28
COc1cc2c(cc1OC)C(C(=O)Nc1ccc(F)c(Cl)c1)CC(=O)N2 (stereo unspecified),5%,-2,-4%,-10%,8,-4%,10
CCc1ccccc1NC(=O)Nc1ccc(F)cc1,-6%,14*,10%,-25%,31,2%,0
NC(=O)C1CCN(C(=O)CNC(=O)c2ccccc2)CC1,3%,11,-1%,-15%,35,4%,-28
CCOC(=O)C1=C(COC(=O)CCOc2ccc(OCC)cc2)NC(=O)NC1C (stereo unspecified),-17%,.,0%,3%,.,.,41
CSCCC(NC(=O)c1ccc(Cl)c([N+](=O)[O-])c1)C(=O)N1CCN(C/C=C/c2ccccc2)CC1 (stereo unspecified),-9%,.,?,88%[activator],.,.,8
Cc1ccc2c(c1)C(O)(CC(=O)c1ccc3c(c1)OCO3)C(=O)N2 (stereo unspecified),2%,0,0%,-15%,-2,0%,-12
Cc1ccc(C(=O)NC(=S)NNS(=O)(=O)c2ccc(C)cc2)cc1,?,1,47%[activator],-52%,3,?,?
COC(=O)c1cc(-c2ccc(Br)cc2)n[nH]1,-1%,29*,2%,-11%,41*,2%,-5
CNC(=O)/C(C#N)=C/c1ccc(-c2ccccc2[N+](=O)[O-])o1,-12%,36*,-10%,-28%,35,?,-35
Cc1ccc(NC(=O)Nc2nnc(Cc3ccc([N+](=O)[O-])cc3)s2)cc1,-3%,50*,-7%,-47%,77*,4%,23
COc1ccccc1C(=O)N1CC(=O)Nc2ccc(F)cc2C1c1ccccc1 (stereo unspecified),-9%,2,0%,-20%,13,4%,35
CC(=O)NS(=O)(=O)c1ccc(NC(=S)NC(=O)Cc2ccccc2)cc1,-1%,2,-1%,-16%,-3,11%,7

The final 3 records of the part before lead into the next:
Compound,AmpC inh detg,CHX counter,AMA1-RON2 inh,AmpC inh no detg,Shiga toxin inh,FBPA Giardia inh,HCMV inh
Cc1ccc(NC(=O)Nc2nnc(Cc3ccc([N+](=O)[O-])cc3)s2)cc1,-3%,50*,-7%,-47%,77*,4%,23
COc1ccccc1C(=O)N1CC(=O)Nc2ccc(F)cc2C1c1ccccc1 (stereo unspecified),-9%,2,0%,-20%,13,4%,35
CC(=O)NS(=O)(=O)c1ccc(NC(=S)NC(=O)Cc2ccccc2)cc1,-1%,2,-1%,-16%,-3,11%,7
O=C(c1ccc(CS(=O)(=O)c2ccc(Br)cc2)o1)N1CCCC1,?,-2,0%,-2%,23,-2%,-24
CCCOc1ccc(N2C(=O)C3C4C=CC(CC4)C3C2=O)cc1 (stereo unspecified),-9%,-1,13%,-12%,5,5%,-14
O=C(O)c1cccc(NC(=S)NCc2ccccc2)c1,7%,2,22%,-26%,-7,-8%,?
CCCNC(=O)CN(c1cccc(F)c1)S(C)(=O)=O,0%,-2,-11%,-6%,-5,2%,1
CC1(C)CC(=O)C2=C(C1)Nc1ccccc1N1C(=O)c3ccccc3C21 (stereo unspecified),1%,-3,-3%,-14%,12,6%,-24
COc1ccc(CN2CCN(CCc3ccccc3)C(CCO)C2)c(Cl)c1OC (stereo unspecified),?,-1,-2%,35%,-9,11%,43
COCCn1c(SC(C)C(=O)NCC2CCCO2)nc2sc3c(c2c1=O)CCC3 (stereo unspecified),-17%,.,0%,?,.,.,-23
CC(C)(C)c1cc(C(=O)N2CCN(c3ncccn3)CC2)ccn1,0%,-6,-14%,.,-11,10%,?
CC(C)(C)n1nnnc1C(c1ccc(F)cc1)N1CCC(C(N)=O)CC1 (stereo unspecified),-13%,-2,-1%,-11%,44,-2%,-25
Cc1cc(CNC(=O)COc2ccc(F)cc2)c2ccccc2n1,1%,0,3%,-9%,24,3%,?
Cc1cccc(NC(=S)NC(=O)/C=C/c2ccccc2)n1,1%,11,-11%,-26%,21,1%,10
Cc1cccc(C)c1NC(=O)CN1C(=O)N(C)Cc2ccccc21,-4%,-4,-21%,5%[2.29 µM],-14,-3%,-25
CCOC(=O)C1=NNC(C(=O)c2ccc(C)cc2)C1c1ccc(C)cc1 (stereo unspecified),-7%,5,-11%,-22%,32,1%,-34
Cc1ccc(NC(=O)Cn2nc(C)cc2C)cc1,-14%,-3,-2%,-5%,-2,3%,6
Cn1c(-c2ccco2)nc2cc3ccccc3cc21,-7%,17*,-14%,-8%,14,?,25
CC1Cc2ccccc2N1C(=O)CNc1cccc(S(=O)(=O)N2CCCC2)c1 (stereo unspecified),-7%,-4,-8%,-31%,-5,-7%,9
COC(=O)C(CCSC)NC(=O)CNS(=O)(=O)c1ccc(F)cc1 (stereo unspecified),?,-2,23%,-15%,-3,0%,?
CCC(C)[C@H](NC(=O)N1CC(=O)Nc2ccccc21)C(=O)N[C@@H](C(=O)O)c1ccccc1 (stereo partly specified),2%,-3,27%,-12%,10,.,-26
O=C(Cc1ccccc1)Nc1ccc2c(c1)CCC2,5%,39*,-2%,-16%,105*,-7%,-13
O=C(Cn1cc(C(F)(F)F)ccc1=O)N/N=C/c1ccc(O)cc1,2%,1,40%[activator],-1%,-4,8%,9
O=C(Cc1nc(-c2cnccn2)no1)NNC(=O)Nc1ccccc1,-6%,-2,100%[activator],-31%,-5,2%,-22
COC(=O)C(=C/C=C/c1cccnc1)C(=O)OC,3%,0,-10%,-2%,-3,-1%,40
COc1ccc(N2C(=O)CSC2c2ccc3c(c2)OCO3)cc1 (stereo unspecified),0%,-2,-2%,-25%,-15,9%,78
NS(=O)(=O)c1cccc(NC(=O)CSc2ncnc3ccccc23)c1,-4%,1,-6%,-37%,22,8%,?
O=C(CCNS(=O)(=O)c1cccc2nsnc12)NC1CCCc2ccccc21 (stereo unspecified),0%,-1,-14%,-23%,4,-3%,0

Next results
Compound,AmpC inh detg,CHX counter,AMA1-RON2 inh,AmpC inh no detg,Shiga toxin inh,FBPA Giardia inh,HCMV inh
COc1cccc(C(O)c2nccn2Cc2ccccc2)c1OC (stereo unspecified),0%,-1,4%,-7%,-4,-13%,12
CC1(C)CSC(=NCCc2ccccc2)N1,?,14*,22%,-6%,54*,16%,-1
O=C(Nc1cccc(NC(=O)c2sc3ccccc3c2Cl)c1)c1ccco1,?,40*,0%,-22%,69*,-5%,?
CCC1C(=O)NCCN1C(=O)c1cc(COc2cc(C)ccc2C)on1 (stereo unspecified),7%,12,-5%,82%[activator],-1,-3%,-19
CCOC(=O)C1CCN(Cc2nnnn2CCc2ccccc2)CC1,-4%,41*,-4%,9%,46,-1%,-38
COc1ccc(C(=O)Nc2ccccc2N2CCOCC2)cc1S(=O)(=O)N1CCCC1,2%,.,24%,71%[activator],.,.,-11
CCOc1ccccc1NC(=S)N1CCN(c2nc(-c3cccc(OC)c3)cs2)CC1,-4%,13,16%,-18%,47,2%,-34
Cc1nn(CCC(N)=O)c2nc(-c3cccs3)cc(C(F)(F)F)c12,-4%,-2,3%,49%,13,20%,39
CCOC(=O)c1cc(C(O)(C(=O)OC)C(F)(F)F)c(/N=C/N(C)C)o1 (stereo unspecified),-4%,-3,-11%,17%,-13,1%,-9
Cc1ccc(O)c(C(=O)CC(=O)c2ccc(Cl)cc2)c1,-26%,38*,68%[activator],-45%,96*,-10%,?
Cn1cc(/C=C/C(=O)N2CCCC(C(=O)c3cccc4ccccc34)C2)cn1 (stereo unspecified),2%,1,-10%,57%,7,0%,14
CCN(CC)S(=O)(=O)c1ccc2c(c1)N(CC(=O)N(CCc1ccncc1)C(C)C)C(=O)CO2,5%,3,-3%,63%[activator],-4,5%,-24
O=C(CN1CCN(c2ccccc2F)CC1)Nc1ccc2c(c1)CCC2,-12%,-1,-30%,34%,-5,1%,12
CN(C)c1ccc(C(CNS(=O)(=O)c2cccc([N+](=O)[O-])c2)N2CCOCC2)cc1 (stereo unspecified),1%,.,-6%,-5%,.,.,-30
COc1ccc(C(=O)C2CCCN(Cc3cnc(C)s3)C2)c(OC)c1 (stereo unspecified),0%,9,-6%,-50%,19,-4%,?
Cc1nn(C)c(C(=O)NNC(=S)NCc2ccco2)c1Br,-8%,-1,112%[activator],-11%,14,22%,?
O=C(CSc1nnc(C2CC2)n1-c1ccccc1)NC1CCS(=O)(=O)C1 (stereo unspecified),.,.,0%,-5%,.,.,-2
O=C(CC12CC3CC(CC(C3)C1)C2)N/N=C\c1ccc[nH]1,-5%,5,10%,-31%,-1,-9%,-12
O=C(CSc1nnc(Nc2ccccc2)s1)NCC1CCCO1 (stereo unspecified),?,.,-5%,-6%,.,.,-16
COc1ccc(-c2ccc(-c3noc(-c4ccccc4F)n3)c(OC)n2)cc1,-2%,3,-3%,-16%,-13,1%,-21
COc1ccccc1NC(=O)c1ccc(NC(=O)CN2CCCC2)cc1,3%,9,13%,-25%,-1,3%,-29
